Screening data: PubChem, several laboratories
S1P4 agonist: S1P4 receptor agonists, primary screen, cell-based. 220,000 compounds, 0.35% hits. activation, % at 4.98 µM. S1P4-expressing cell line, agonist reporter assay. Sphingosine 1-phosphate receptor 4 (Homo sapiens), O95977; in the data active means activation above about 11%;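 further: 0% = DMSO vehicle and 100% = reference agonist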
BaF3 parental: parental Ba/F3 cell viability inhibition, counter-screen for JAK2V617F inhibitor project, murine pro-B, CellTiter-Glo luminescence; CellTiter-Glo ATP luminescence; inhibition, % at 5.6 µM; 220,000 compounds, 1.1% hits;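 active means inhibition above a per-campaign cutoff, the mean inhibition of all tested compounds plus 3 SD, cut at about 27% in these data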;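 further: 0% = DMSO wells and 100% = JAK Inhibitor I control wells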
Ba/F3 V617F tox: reduced viability of JAK2V617F-dependent Ba/F3 cells, primary screen, JAK2V617F inhibitor project, cell-based, Ba/F3 EpoR-JAK2V617F, luminescence. ATP luminescence. inhibition, % at 5.6 µM. 220,000 compounds, 1.1% hits. AID 1446, 2008;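 active means inhibition above the campaign mean plus 3 SD over all tested compounds, cut at about 24% in these data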;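 further: cytokine-independent growth of Ba/F3 cells driven by EpoR plus mutant JAK2; 0% = DMSO-treated cells and 100% = JAK inhibitor I control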
Runt-CBFb FRET: inhibitors of RUNX1 Runt–CBFb binding, primary screen, biochemical, FRET, Cerulean-Runt, Venus-CBFb, uHTS | Runt-related transcription factor 1 (Homo sapiens) + Core-binding factor subunit beta … | Cerulean-Runt/Venus-CBFb FRET ratio 530/480, 1 h | inhibition, % at 20 µM | 220,000 compounds, 0.46% hits | AID 1496, 2009;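 active means inhibition over about 50% at 20 µM in the single-dose screen, limit read from the data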;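 further: 0% = DMSO wells and 100% = excess unlabeled CBFb competitor control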
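Assay system: Cerulean-tagged RUNX1 Runt domain (FRET donor) fusion protein / Amount: 100 nM each of Venus-CBFb and Cerulean-Runt domain / Medium: Tris buffer pH 7.5 with salts and BSA / Also added: Venus-CBFb 100 nM / Schedule: 1 h complex formation plus 1 h compound treatment, room temperature / Signal: FRET fluorescence / Read-out: loss of energy transfer signal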
NPY1 pot ag: NPY-Y1 receptor potentiators or agonists, primary screen, cell-based. activation, % at 3.6 µM. NPY-Y1 expressing cells, potentiator/agonist activation. 220,000 compounds, 0.37% hits. Neuropeptide Y receptor type 1 (Homo sapiens), P25929; in the data active means activation above about 33%, passing the limit was not always enough;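 further: cells stimulated with NPY at EC10 then isoproterenol at EC100; 0% = low agonist plus stimulus and 100% = saturating agonist plus stimulus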
Target sequence (P25929 whole entry, looked up): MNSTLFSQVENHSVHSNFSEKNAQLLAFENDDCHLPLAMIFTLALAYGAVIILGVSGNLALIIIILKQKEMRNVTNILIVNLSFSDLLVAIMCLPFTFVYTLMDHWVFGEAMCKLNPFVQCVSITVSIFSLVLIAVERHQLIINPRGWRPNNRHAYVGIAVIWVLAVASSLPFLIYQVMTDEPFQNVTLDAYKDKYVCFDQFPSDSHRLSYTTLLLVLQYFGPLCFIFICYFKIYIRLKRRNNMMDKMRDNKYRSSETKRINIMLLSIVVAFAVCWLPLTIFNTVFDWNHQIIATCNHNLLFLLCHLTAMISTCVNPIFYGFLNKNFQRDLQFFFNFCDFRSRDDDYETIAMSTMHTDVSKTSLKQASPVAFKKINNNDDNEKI
NPY2 pot ag: NPY-Y2 potentiators or agonists, primary screen, cell-based. activation, % at 3.6 µM. 220,000 compounds, 0.45% hits. Neuropeptide Y receptor type 2 (Homo sapiens), P49146. cells expressing NPY-Y2, potentiator/agonist read-out. AID 1359, 2008; in the data active means activation above about 27%;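 further: cells stimulated with NPY near EC25 plus isoproterenol at EC100; 0% = vehicle plus submaximal agonist and 100% = vehicle plus saturating agonist; some results beyond the cut were filed as inactive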
Target sequence (P49146 whole entry, looked up): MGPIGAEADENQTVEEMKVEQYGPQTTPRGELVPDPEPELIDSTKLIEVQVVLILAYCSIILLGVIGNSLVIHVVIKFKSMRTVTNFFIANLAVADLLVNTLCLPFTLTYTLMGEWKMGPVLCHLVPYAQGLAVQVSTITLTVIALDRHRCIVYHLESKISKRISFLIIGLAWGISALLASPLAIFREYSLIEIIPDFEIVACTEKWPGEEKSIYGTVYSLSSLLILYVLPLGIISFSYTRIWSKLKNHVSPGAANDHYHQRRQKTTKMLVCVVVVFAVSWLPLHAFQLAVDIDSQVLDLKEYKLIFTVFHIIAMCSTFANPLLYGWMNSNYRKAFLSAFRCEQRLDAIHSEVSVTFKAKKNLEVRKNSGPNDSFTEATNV
RBBP9 inh: human RBBP9 inhibitors, primary screen, biochemical, fluorescence polarization, FP-Rh probe, HTS; AID 1515, 2009; 220,000 compounds, 0.2% hits; inhibition, % at 7.94 µM; recombinant RBBP9; Serine hydrolase RBBP9 (Homo sapiens), O75884;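 active means inhibition above the campaign mean of all tested compounds plus 3 SD, cut at about 14% in these data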;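 further: plate controls were DMSO wells with RBBP9 for no effect and wells lacking RBBP9 protein for full effect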
Target sequence (O75884 whole entry, looked up): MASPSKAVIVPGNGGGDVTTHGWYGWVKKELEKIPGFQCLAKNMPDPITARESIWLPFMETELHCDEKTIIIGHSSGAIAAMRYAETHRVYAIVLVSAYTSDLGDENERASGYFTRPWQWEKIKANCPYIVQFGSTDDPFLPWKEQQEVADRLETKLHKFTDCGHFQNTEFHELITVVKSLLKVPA
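Assay system: recombinant human RBBP9; Reagent: Serine-hydrolase probe FP-Rh, 375 nM pre-mixing; Doses: 7.94 µM single dose, 0.794% DMSO; Incubation: 30 min then 45 min, 25 °C; Detection: fluorescence polarization (mP), excitation 525 nm, emission 598 nm; Evaluation: percent inhibition from mP, scaled between DMSO and no-protein wells.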
S1P4 antagonist: S1P4 receptor antagonists, primary screen, cell-based. Sphingosine 1-phosphate receptor 4 (Homo sapiens), O95977. S1P4-expressing cells, antagonist mode, reporter read-out. inhibition, % at 4.98 µM. 220,000 compounds, 0.26% hits; in the data active means inhibition above about 29%;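 further: 0% = wells stimulated with agonist and 100% = vehicle wells without agonist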
NPY Y1 blocker: NPY-Y1 receptor antagonists, primary screen, cell-based | Neuropeptide Y receptor type 1 (Homo sapiens), P25929 | HEK293-CNG Y1 cells, membrane potential fluorescence; NPY at EC95, then isoproterenol | inhibition, % at 3.6 µM | 200,000 compounds, 1% hits;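 active means inhibition above the campaign mean inhibition of all tested compounds plus 3 SD, cut at about 20% in these data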;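 further: 0% = DMSO wells given NPY plus isoproterenol and 100% = isoproterenol alone without NPY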
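Assay system: HEK293 cells with Y1 receptor plus CNG channel | Probe or stimulus: NPY (25 nM), isoproterenol (1 µM), Ro 20-1724 (25 µM) | Timing: Compound incubation 1 h at room temperature, readout 45 min post-stimulation | Measured by: Membrane-potential fluorescent dye readout | Benchmarks: High control isoproterenol alone, low control NPY with isoproterenol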
* marks the source's active call; other numbers are inactive results; / = no result given.

The first 3 compounds, ahead of the listing:
SMILES	S1P4 agonist	BaF3 parental	Ba/F3 V617F tox	Runt-CBFb FRET	NPY1 pot ag	NPY2 pot ag	RBBP9 inh	S1P4 antagonist	NPY Y1 blocker
Cc1ccc(SCCC(=O)OCC(=O)NCC2CCCCC2)cc1	-1.9	2	4	-9	-64	-36	-6	-11	36*
COc1ccc(C(c2nnnn2CC2CCCO2)N2CCC(C(N)=O)CC2)cc1 (configuration not stated)	-1.1	-1	-4	-1	7	17	2	-6	9
CCCOc1ccc(C2=NNC(=O)CC2)cc1	2.2	7	3	1	-47	-9	-5	-5	11

All compounds of this part, repeating the preview:
SMILES	S1P4 agonist	BaF3 parental	Ba/F3 V617F tox	Runt-CBFb FRET	NPY1 pot ag	NPY2 pot ag	RBBP9 inh	S1P4 antagonist	NPY Y1 blocker
Cc1ccc(SCCC(=O)OCC(=O)NCC2CCCCC2)cc1	-1.9	2	4	-9	-64	-36	-6	-11	36*
COc1ccc(C(c2nnnn2CC2CCCO2)N2CCC(C(N)=O)CC2)cc1 (configuration not stated)	-1.1	-1	-4	-1	7	17	2	-6	9
CCCOc1ccc(C2=NNC(=O)CC2)cc1	2.2	7	3	1	-47	-9	-5	-5	11
Oc1ccccc1-c1cc(-c2ccc3c(c2)OCCO3)n[nH]1	1.0	5	-2	-6	12	5	-4	-23	3
Cc1nnc(C)n1N	0.7	-5	-2	1	9	16	6	-1	6
N#Cc1c(N)nc2c(c1-c1ccccc1)CCCC2	0.7	-3	-4	0	9	8	5	-15	1
COc1ccc(C(=O)ON=C2CCN(c3ccc([N+](=O)[O-])cc3)CC2)cc1	1.5	3	1	-1	-6	-11	-11	-17	-6
CCOC(=O)c1c(C)n(C)c2ccc(OC)c(NS(=O)(=O)c3ccc(Cl)s3)c12	0.6	4	1	-2	16	2	-4	1	8
O=C(CSc1nnc(-c2ccc(Cl)cc2)n1-c1ccc(Cl)cc1)N/N=C/c1ccccc1C(=O)O	-0.8	-11	-3	-7	11	1	-4	20	/
O=C(OCc1nnc(-c2ccccc2)o1)C1=COCCO1	0.3	9	1	0	6	12	-10	-3	2
O=C1CN(C(=O)COC(=O)c2cnc(Cl)c(Cl)c2)c2ccccc2N1	0.3	0	-2	0	21	4	-6	1	13
Cc1cccc(NC(=S)NCc2ccc3c(c2)cc(C)n3C)c1C	0.4	3	2	-3	-23	-16	-4	3	4
O=C(CCSc1ccccc1)NCCSc1ccccn1	-0.7	5	5	0	-13	-36	-1	11	14
CCc1cc(C(=O)OC)c(N2C(=O)C3C4C=CC(C4)C3C2=O)s1 (configuration not stated)	3.3	3	0	3	-16	-12	-11	-10	3
COCCNC(=O)c1cc2c(-c3ccc(Cl)cc3)nn(C)c2s1	-1.1	2	-4	0	-8	2	-9	-17	3
COc1ccc(-c2nnc(NC(=O)CSc3ccc(Cl)cc3)s2)cc1OC	0.5	-1	-6	-1	-7	-12	9	-7	1
CCn1c(CSc2nc(C)cc(C)n2)nnc1SCC(=O)Nc1nc(-c2ccccc2)cs1	-0.8	0	-2	1	23	8	5	-11	1
CC12CCC(C(=O)N3CCCCCC3)(OC1=O)C2(C)C (configuration not stated)	0.4	5	-2	2	-13	-3	-2	-8	3
O=C(NC1(C(F)(F)F)NC(=O)N(C2CCCC2)C1=O)C1CC1 (configuration not stated)	1.7	5	-2	1	3	-3	0	0	3
CC(C)C(NS(=O)(=O)c1cccs1)C(=O)N(C)Cc1ccccc1 (configuration not stated)	-2.0	8	-2	0	-13	4	0	-20	9
Cc1nc(CSc2nsc(/C=C/N(C)C)c2C#N)cs1	0.4	5	2	-1	-6	-6	-6	0	13
COc1ccccc1N1CCN(CC(=O)Nc2ccc(CN3CCCCC3)cc2)CC1	1.6	8	6	0	-22	-8	-2	-8	6
CN(C)S(=O)(=O)c1cccc(-c2cn3cc(Cl)ccc3n2)c1	0.5	5	-2	-2	-5	-8	4	-14	6
O=C(O)CCSc1nnc(COc2cccc3ccccc23)n1-c1cccc(Cl)c1	2.1	8	1	-3	19	-14	1	4	3
CC(=O)Nc1ccc(S(=O)(=O)N(CC(=O)O)Cc2ccccc2)cc1	0.9	1	-4	-1	6	10	-4	-4	7
CCc1ccc(NC(=O)c2cnc3n(c2=O)CCS3)cc1	2.7	5	-4	-1	10	23	0	-38	3
CCOc1cccc(-c2nn(-c3ccccc3)cc2/C=C(/C#N)C(=O)NCCCn2ccnc2)c1	0.3	7	-1	-14	-34	-7	-10	-10	6
COc1ccc(N(CC(=O)Nc2cc(C)on2)S(=O)(=O)c2ccc(Cl)cc2)cc1	-0.9	3	-3	-2	-3	-6	-9	-25	3
S=C(Nc1ccc(Cl)cc1Cl)N1CCCCC1	1.1	6	-1	0	-9	17	0	-5	3
Cc1nc2cc(C(=O)OCC(=O)NC34CC5CC(CC(C5)C3)C4)ccc2n1-c1ccccc1	0.2	5	1	-1	-22	-6	-2	-8	-3
CC(C)NC(=O)CSCc1c(F)cccc1Cl	-1.2	7	3	-1	-13	-4	-4	57*	-1
COc1ccc(CCNC(=O)CCN2C(=O)C(C)Oc3ccc(C)cc32)cc1OC (configuration not stated)	3.2	6	6	1	-18	-4	3	-4	5
COc1ccc(C2N(C(=O)CN3CCOCC3)CCN2S(=O)(=O)c2ccccc2)cc1 (configuration not stated)	2.4	1	-2	0	9	13	0	5	4
CCOCCCN(C(=O)Cn1nnc(-c2ccc(C)o2)n1)C(C(=O)NCC1CCCO1)c1ccc(F)cc1 (configuration not stated)	0.8	-6	5	0	0	-8	0	-5	/
Cc1ccc(-c2nnn(CC(=O)N(CC3CCCO3)C(C(=O)NC3CCCC3)c3ccc(F)cc3)n2)o1 (configuration not stated)	0.1	0	-4	-2	30	19	-4	5	6
NNC(=O)CC(=O)NC1(Cc2ccc(O)cc2)CCCCC1	1.7	-2	-3	3	8	11	2	3	-1
O=C(Cn1c(=O)oc2cc(S(=O)(=O)N3CCCC3)ccc21)Nc1ccc(C(F)(F)F)cc1	0.0	3	3	-2	11	4	-8	5	0
CCSc1nnc(NC(=O)NC(C)(C(F)(F)F)C(F)(F)F)s1	0.8	-1	1	-1	1	11	-5	-7	-2
O=C1CN(C(=O)/C=C/c2cccc(Cl)c2)c2ccccc2N1	0.6	5	1	1	-20	-11	-1	-24	2
Cc1nn(C)c(C)c1C1C(C#N)=C(N)Oc2n[nH]c(C)c21 (configuration not stated)	-1.4	3	3	-3	13	1	-9	-11	-2
COc1ccc(C(=O)Nc2ccccc2C(=O)N/N=C/c2ccc(O)c(OC)c2)cc1	1.6	6	6	2	0	-8	-5	-16	-1
O=C(NCC1CCCO1)c1ccc(/C=N/O)nc1 (configuration not stated)	-0.2	5	-3	-2	-15	4	-6	7	-1
CCOC(=O)/C(=N\Nc1ccc(Cl)cc1)c1csc(Nc2ccccc2)n1	1.8	5	3	-2	11	0	-12	10	1
C/C(=N\O)c1ccc(Cl)cc1Cl	0.9	0	-4	-1	-4	3	-7	-1	/
CC1CC(C)CN(C(=O)CSc2nnc(-c3ccc(Cl)cc3)o2)C1 (configuration not stated)	-1.7	-2	-4	1	-12	-6	4	-11	1
COc1cccc(Nc2nc3ccccc3n3cnnc23)c1	0.3	1	-3	-4	-16	-2	-8	-14	-5
Cc1ccc(-c2nc(N=Nc3ccc(O)cc3)n[nH]2)cc1	0.0	4	1	-8	12	-9	0	-9	2
O=C(NCN1CCN(CCO)CC1)c1cnccn1	0.3	5	3	1	-1	14	2	-18	1
COc1ccc(NC(=O)c2cc3n(n2)C(C(F)(F)F)CC(c2ccc4c(c2)OCO4)N3)cc1OC (configuration not stated)	0.6	5	-1	/	-2	-11	0	-7	3
O=C(Nc1nnc(CCN2CCOCC2)s1)C1CCCCC1	1.2	0	-4	2	12	17	-1	-6	-3

Carrying on:
SMILES	S1P4 agonist	BaF3 parental	Ba/F3 V617F tox	Runt-CBFb FRET	NPY1 pot ag	NPY2 pot ag	RBBP9 inh	S1P4 antagonist	NPY Y1 blocker
CCCC(=O)Nc1nc(C)c(-c2csc(Nc3ccccc3C)n2)s1	-0.9	0	-1	4	-13	-10	-3	5	1
CCN1c2ccc(S(=O)(=O)N3CCOCC3)cc2N(Cc2ccc(OC)cc2)C1C (configuration not stated)	0.8	0	-4	-1	2	10	-1	14	-2
O=C(COC(=O)Cc1c[nH]c2ccccc12)Nc1cccc2ccccc12	0.6	5	1	1	-23	2	-7	-10	0
CCC(=O)Nc1cccc(C(=O)/C=C/c2ccc(F)cc2)c1	-0.5	5	-1	0	-14	-7	-4	25	-3
COc1ccc(NC2=CC(c3cccc(OC)c3)N(c3ccc(OC)cc3)C2=O)cc1 (configuration not stated)	0.5	2	1	-3	-10	11	-8	-4	-5
CC(C)c1ccc(NC(=O)c2cnn(-c3ccccc3)c2NC(=O)c2ccco2)cc1	0.3	-1	-4	-4	13	26	-4	-20	-7
CN1N=C(c2ccc(Cl)cc2)CC(c2ccc(Cl)cc2)C1=O (configuration not stated)	0.7	6	1	-2	-9	1	-7	15	6
CCc1ccc(C(=O)Nc2cc3c(cc2Cl)OCCCO3)cc1	0.5	3	1	-1	-37	-18	-11	-13	12
COc1ccc(/C=N/Nc2nnc(Cc3ccc(OC)c(OC)c3)c(=O)[nH]2)cc1OC	-1.0	0	-3	-1	19	0	-5	-14	3
O=C(c1ccc(Cl)cc1)c1ccc(CN2C(=O)c3ccccc3C2=O)o1	-1.1	0	-5	0	-15	-17	-5	-6	3
O=S1(=O)CC(NCc2ccccc2)C(Nc2ccc(Cl)cc2)C1 (configuration not stated)	1.1	5	2	-1	2	18	-4	13	4
CCNC(=O)CCS(=O)(=O)c1ccc2ccccc2c1	-2.1	-1	-3	1	8	1	1	5	2
Cc1cc(=O)oc2cc3c(cc12)OCCO3	-0.3	9	3	-2	11	-1	-5	-13	-2
CCSc1nnc(NC(=O)c2ccco2)s1	1.3	2	3	1	14	-20	-9	-15	2
COC(=O)C1=C(CSc2nc3ccccc3o2)NC(=O)NC1c1cc(C)ccc1C (configuration not stated)	-0.2	6	1	-2	1	-14	-6	-3	3

This is a random part of the collection; 3.6% or so of the library scored in one or more.
